TbREL1 inh = TbREL1 RNA ligase inhibitors, primary screen, biochemical, FRET fluorescence; RNA-editing ligase 1, mitochondrial (Trypanosoma brucei brucei), P86926; inhibition, % at 9.66 µM; TbREL1 RNA ligation; 0.49% of 89,000 active;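 active = inhibition above the mean inhibition across all screened compounds plus 3 SD, cut at about 11% in these data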;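 note: 0% = plate median of test wells and 100% = NSC42067 control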
Target sequence (P86926 whole entry, looked up): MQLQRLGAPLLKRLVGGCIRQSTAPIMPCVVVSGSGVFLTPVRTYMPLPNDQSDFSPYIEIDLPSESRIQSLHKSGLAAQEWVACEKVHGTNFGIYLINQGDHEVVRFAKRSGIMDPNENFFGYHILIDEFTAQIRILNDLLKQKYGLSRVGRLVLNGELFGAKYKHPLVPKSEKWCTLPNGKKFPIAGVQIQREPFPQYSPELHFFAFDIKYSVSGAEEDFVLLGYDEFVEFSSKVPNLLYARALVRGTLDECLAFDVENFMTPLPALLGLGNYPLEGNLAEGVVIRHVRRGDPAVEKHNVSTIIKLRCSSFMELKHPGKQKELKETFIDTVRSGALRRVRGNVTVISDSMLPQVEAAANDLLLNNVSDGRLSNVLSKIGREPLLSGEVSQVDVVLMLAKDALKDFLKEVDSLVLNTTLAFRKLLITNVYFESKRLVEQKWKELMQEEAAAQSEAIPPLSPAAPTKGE
* = called active by the depositor. Only part of the results is shown; rates above refer to the full screens.

TbREL1 inh | structure
0 | CC(C)(C)C(Cn1ccnc1)NC(=O)c1ccc2nc(C3CC3)oc2c1 (stereo not drawn)
3 | c1ccc(OCc2nn3c(-c4ccco4)nnc3s2)cc1
-2 | CCOC(=O)[C@@]12CCC3=C1N(CCC3)C(=O)[C@H](CC(=O)NCc1cccc3ccccc13)C2
8 | CCCCNCCOCCSc1ccc(Cl)cc1
-1 | O=C(COc1ccc([N+](=O)[O-])cc1)NCc1ccccc1
6 | O=C(NCCCCc1ccccc1)Nc1ccc(F)cc1
2 | Cc1ccccc1Cn1cnc2c([N+](=O)[O-])c(C)c(C)cc21
1 | Cc1cc(NC(=O)CN(C)CC(=O)Nc2ccc(Cl)c(C(F)(F)F)c2)no1

New compounds follow:
TbREL1 inh | structure
-7 | Cc1cc(C(=O)CN2C(=O)c3ccccc3S2(=O)=O)c(C)n1C(C)C
0 | Cc1ccc(-n2c(SCC(=O)N3CCOCC3)nnc2-c2cccnc2)cc1C
2 | Cc1ccccc1Nc1nc(N)nc(CSc2ccc(F)cc2)n1
-2 | Cc1ccc(C)c(SCC(=O)Nc2ccc(C)c(S(=O)(=O)N3CCOCC3)c2)c1
-2 | COc1ccccc1NC(=O)CSc1nnc(CCC(=O)Nc2ccccc2F)n1C
6 | C=CCOC(=O)/C(=C\C=C\c1ccccc1)NC(=O)c1ccccc1
2 | O=C(/C=C/c1cc2c(cc1Br)OCO2)NCc1ccc(F)cc1
2 | Nc1ncnc2c1ncn2Cc1ccccc1

(continued)
TbREL1 inh | structure
0 | CCOc1ccc(S(=O)(=O)Nc2cccc(C(=O)N3CCN(C(C)=O)CC3)c2)cc1
-1 | Cc1ccc(S(=O)(=O)N(C)C)cc1NC(=O)CSc1ccc2c(c1)OCCO2
-5 | COc1ccc(CN2CCCC(N3CCN(c4cccc(Cl)c4)CC3)C2)cc1OC (stereo not drawn)
1 | COC(=O)[C@@H]1CCCN1C(=O)[C@@H](NC(=O)OC(C)(C)C)C(C)C
7 | COCCCN(C(=S)NC(=O)C(C)(C)C)c1c(N)n(Cc2ccccc2)c(=O)[nH]c1=O
-3 | O=C(COC(=O)c1ccc(NS(=O)(=O)c2ccc(Br)s2)cc1)NC1CCCC1
8 | Cn1c(SCC(=O)c2ccccc2)nc2cccnc21
1 | O=C(COc1ccccc1)Nc1ccncc1

4 of the entries above in order of the TbREL1 inh value, falling:
| Compound | TbREL1 inh |
| --- | --- |
| Cn1c(SCC(=O)c2ccccc2)nc2cccnc21 | 8 |
| COC(=O)[C@@H]1CCCN1C(=O)[C@@H](NC(=O)OC(C)(C)C)C(C)C | 1 |
| O=C(COC(=O)c1ccc(NS(=O)(=O)c2ccc(Br)s2)cc1)NC1CCCC1 | -3 |
| COc1ccc(CN2CCCC(N3CCN(c4cccc(Cl)c4)CC3)C2)cc1OC (stereo not drawn) | -5 |

Next section.
TbREL1 inh | structure
-1 | COc1ccc(C2/C=C\CN(C(=O)c3ccccc3)CC(=O)N2Cc2cccc(F)c2)cc1 (stereo not drawn)
2 | CC(=O)C1=CCC(c2ccc(Br)cc2)N(S(=O)(=O)c2ccc(C)cc2)C1 (stereo not drawn)
-1 | C=CCNC(=O)CN(C(=O)c1ccncn1)c1cccc(Br)c1
-3 | COc1ccc(S(=O)(=O)N2CCN(Cc3ccc4c(c3)OCO4)CC2)cc1F
1 | NC(=O)c1cnn(Cc2ccc(Cl)cc2)c1N
1 | COc1ccccc1OCc1nc2ccccc2s1
5 | Cc1ccc(-c2nn(-c3ccccc3)cc2C2SCC(=O)N2Cc2ccccc2)o1 (stereo not drawn)
-5 | CCOCCCNC(=O)C(c1ccc(C)cc1)N(Cc1cccs1)C(=O)c1ccccc1O (stereo not drawn)

Next section.
TbREL1 inh | structure
3 | COC(=O)c1ccc(C(=O)Nc2nnc(-c3cccnc3)o2)cc1
0 | Clc1ccc(-c2nnc(SCc3nc(-c4ccccc4)no3)o2)cc1
3 | Cc1ccc(OCc2cc(C(=O)NCC(C)c3ccccc3)no2)cc1C (stereo not drawn)
0 | CCn1cc(C(=O)NCc2ccccc2)c(=O)c2cc(F)c(N3CCN(C(=O)c4ccco4)CC3)cc21
-5 | Cc1cc(Cl)ccc1NC(=S)N1CCN(Cc2ccc3c(c2)OCO3)CC1
-2 | CCOC(=O)C1CCCN(C(=O)c2cn(CC)c3ccc(S(=O)(=O)N(C)C)cc3c2=O)C1 (stereo not drawn)
0 | O=C1COc2ccccc2N1Cc1ccccc1Cl
0 | COc1ccc(C(=O)CCN2CCN(c3ccccc3F)CC2)cc1

(listing goes on)
TbREL1 inh | structure
1 | CCCOc1ccc(N2CC(C(=O)Nc3ccccn3)CC2=O)cc1 (stereo not drawn)
-2 | OCCOCCn1c(C(CO)Nc2nc(-c3ccccc3Br)cs2)nc2ccccc21 (stereo not drawn)
3 | C=C1C(O)C[C@H]2C(=C)CCC3[C@H](OC(=O)[C@]3(O)CO)[C@@H]12 (stereo partly drawn)
0 | C=CCNc1nc(Nc2ccccc2F)nc(OCC)n1
-2 | COc1ccc(NC(=O)CCC(=O)c2cc(C)sc2C)cc1
0 | O=C(N=c1nc2ccccn2s1)c1ccccc1
-2 | Cc1ccc(S(=O)(=O)N(C)C)cc1NC(=O)C1CCCN(C(=O)c2ccc(Cl)cc2)C1 (stereo not drawn)
-3 | CCOC(=O)C1=C(C)N(c2nonc2NC(C)=O)C(N)=C(C#N)C1c1ccccc1F (stereo not drawn)

(listing goes on)
TbREL1 inh | structure
-3 | Cc1ccc(-n2c(CNc3ccc(F)cc3)nnc2SCC(=O)N2CCCC2)cc1
1 | COc1ccc(/C=C(\NC(=O)c2ccccc2)C(=O)NC2CCS(=O)(=O)C2)cc1 (stereo not drawn)
4 | C[C@@H]1[C@@H](Sc2ccccc2)CC(=O)O[C@@H]1c1ccc(-c2ccccc2)cc1
2 | CCN1C(=O)c2cccc3c(S(=O)(=O)Nc4ccccc4O)ccc1c23
0 | CC(=O)Nc1ccc(SCC(=O)c2cc(C)n(-c3ccccc3F)c2C)cc1
2 | COc1cc(OC)c(C(=O)Nc2ccncc2)cc1OC
5 | O=C(O)CCn1c2c(c3ccccc31)CCCC2
0 | COc1ccc(NC(=O)CSc2ccccn2)cc1OC

Going on with the list:
TbREL1 inh | structure
1 | Nc1ccn([C@@H]2O[C@H](C(=O)N[C@H]3CCCCNC3=O)[C@@H](O)[C@H]2O)c(=O)n1
-1 | COc1ccccc1CN1C(=O)CCC1(C)C(=O)NC1CCCCCC1 (stereo not drawn)
2 | C=CCN=C1SCC(=O)N1S(=O)(=O)c1ccccc1
-3 | COC(=O)CC(NC(=O)c1ccco1)c1ccc(C(C)C)cc1 (stereo not drawn)
-6 | C[N+]1(CCNC(=O)/C=N/O)CCCCC1
1 | Cc1ccc(CNC(=O)CCS(=O)(=O)c2cc3c(cc2Cl)NC(=O)CO3)o1
9 | O=C1N(c2ccccc2)CC2CC(c3ccccc3)N3CCCC123 (stereo not drawn)
0 | CC(=O)Nc1ccc(SCCN2CC[C@@H](C(C)(C)C)CCC2=O)cc1

(cont.)
TbREL1 inh | structure
16* | C/C(=N\NC(=O)C1CC1)c1ccc(OC(F)F)cc1
6 | Cc1ccsc1/C=N/Nc1nc2ccccc2s1
-3 | COc1ccccc1OCCNC(=O)c1ccc(NC(=O)CC2SC(N3CCCC3)=NC2=O)cc1 (stereo not drawn)
7 | CCCCCCCC1CC(CSC(=N)N)OC1=O (stereo not drawn)
-5 | CCCOP(=O)(OCCC)C1(Nc2ccc(C)cc2)CCCCC1
-2 | C[C@@H]1CN([C@H](C)CO)C(=O)c2cc(/C=C/c3ccccc3)cnc2O[C@H]1CN(C)C(=O)NC1CCCCC1
9 | OC(COc1ccccc1)CSc1ncn[nH]1 (stereo not drawn)
5 | CC1CCN(S(=O)(=O)c2ccc(NC(=O)C3CC(=O)N(c4ccccc4)C3)cc2)CC1 (stereo not drawn)

Carrying on.
TbREL1 inh | structure
0 | Cc1nc2ccccc2nc1OCC(=O)Nc1ccc2ccccc2c1
1 | C[C@H]1CN([C@@H](C)CO)C(=O)CCCn2nncc2CO[C@H]1CN(C)C(=O)Nc1cccc2ccccc12
0 | Cc1c(NC(=O)c2ccc(S(=O)(=O)N3CCOCC3)cc2)c(=O)n(-c2ccccc2)n1C
4 | CS(=O)(=O)N1CCN(C(=O)COc2ccccc2)CC1
5 | CCCC1=NCCn2cccc21
0 | Cc1cccc(NC(=O)c2sc(Cl)nc2C)c1C
0 | c1ccc(-n2nnnc2Sc2n[nH]c(-c3ccncc3)n2)cc1
0 | COC(=O)[C@@]12CCCN1[C@H](c1ccc(-c3ccc4c(c3)OCO4)c(OC)c1)[C@H]1C(=O)N(C)C(=O)[C@H]12

Later entries.
TbREL1 inh | structure
1 | CCN(CC)CCNC(=O)c1ccc(NC(=O)c2cccc(-n3cnnn3)c2)cc1
4 | OC[C@@H]1[C@@H](c2ccc(Cl)cc2)C(c2cccc(Cl)c2)=NN1c1ccccc1
-1 | CC(C)c1ccccc1NS(=O)(=O)c1cccs1
-1 | COc1ccc(-c2cccc3c2NC(=O)C3=O)cc1OC
1 | O=C(c1ccco1)N1CCN(C(c2ccc(Cl)cc2)c2nnnn2Cc2ccccc2)CC1 (stereo not drawn)
5 | CCOC(=O)c1cc(-c2ccc(N)cc2)sc1N
-1 | CCC(C)(C)NC(=O)C(c1ccc(C)cc1)N(CCN1CCOCC1)C(=O)CNC(=O)c1cccs1 (stereo not drawn)
0 | Cc1cc(Nc2ccccc2)nc(N2CCN(C(=O)c3ccc4c(c3)OCO4)CC2)n1

Shown with bars between the fields: entries from further up.
mol | TbREL1 inh
CC(C)c1ccccc1NS(=O)(=O)c1cccs1 | -1
COc1ccc(-c2cccc3c2NC(=O)C3=O)cc1OC | -1

Carrying on:
TbREL1 inh | structure
0 | O=C(O)CCn1[nH]c(=O)ccc1=O
3 | COc1cc2c(cc1OC)/C(=C/C(=O)c1ccc([N+](=O)[O-])c(C)c1)NCC2
2 | Nc1nc(SCc2ccc3c(c2)OCO3)n[nH]1
-8 | Cc1c(NS(=O)(=O)c2cccc(C(=O)NCc3cccc(Cl)c3)c2)c(=O)n(-c2ccccc2)n1C
0 | N#CC(c1nc2ccccc2nc1N1CCCC1)S(=O)(=O)c1cccs1 (stereo not drawn)
-2 | O=C1CSC(c2ccc([N+](=O)[O-])cc2)N1C1CCCCC1 (stereo not drawn)
0 | C[C@@H]1CN([C@@H](C)CO)C(=O)c2cc(Br)cnc2O[C@H]1CN(C)Cc1cccc(C(=O)O)c1
-2 | CCOC(=O)CSc1nc(N)c(C#N)c(CC(C)C)c1C#N

New compounds follow
TbREL1 inh | structure
1 | COc1ccc2c(CC(=O)OCC(=O)N(C)c3c(N)n(Cc4ccccc4)c(=O)[nH]c3=O)coc2c1
2 | Cc1cc(=O)oc2c(CN3CCC(C)CC3)c(O)c(Cl)cc12
3 | CN1C(=O)/C(=C/c2ccccc2OCc2cccc(F)c2)N(C)C1=S
1 | FC(F)(F)c1cc(Cc2nc3ccccc3n2C(CCc2ccccc2)c2nc3ccccc3[nH]2)cc(C(F)(F)F)c1 (stereo not drawn)
1 | Cc1cccc(CCNC(=O)c2ccc(Sc3ccccc3Cl)c([N+](=O)[O-])c2)c1
-7 | CCN(CCCNS(=O)(=O)c1ccc2c(c1)oc(=O)n2C)c1cccc(C)c1
-2 | O=C(Nc1nc(-c2ccc(Cl)s2)cs1)c1ccco1
-2 | COc1ccc(NC(=O)Nc2cccc3c2O[C@H](CN(C)S(=O)(=O)c2cccs2)[C@@H](C)CN([C@H](C)CO)C3=O)cc1

Next section:
TbREL1 inh | structure
1 | O=C(Nc1ncccc1Cl)C(Sc1ccccc1)c1ccccc1 (stereo not drawn)
-2 | COc1ccccc1CC(=O)NCCN1C(=O)C2C3C=CC(C3)C2C1=O (stereo not drawn)
7 | FC(F)(F)c1nnc2ccc(NCc3ccccc3)nn12
-3 | Cc1cn([C@H](C(=O)NCCCCCCCCCCC(=O)N2CCN(C(=O)OC(C)(C)C)CC2)[C@@H](C)O)nn1
4 | O=C(Cc1c(F)cccc1Cl)NNC(=O)c1ccc(Br)s1
-1 | O=c1cc(CN2CCN(S(=O)(=O)c3ccc4ccccc4c3)CC2)nc2sccn12
-1 | O=C(NCc1cccc(Cl)c1)c1ccc2nc(N3CCOCC3)sc2c1
2 | CCOC(=O)c1[nH]c2ccc(OC)cc2c1NC(=O)C(C)N1CCSCC1 (stereo not drawn)

New compounds follow
TbREL1 inh | structure
1 | Cn1c(SCC(=O)Nc2cccc(Br)c2)nnc1-c1cc2ccccc2o1
1 | Cc1nc2ccc(NC(=O)c3cccs3)cc2c(=O)n1Cc1ccc(Cl)cc1
5 | CCOc1ccc(Cl)cc1-c1cc(C(=O)Nc2ccc(Br)cc2)[nH]n1
-2 | CCN(Cc1ccccc1)S(=O)(=O)c1cc(C(=O)OC)n(C)c1
-4 | Cc1ccc(NC(=O)Cc2cccc(OC(F)(F)F)c2)c(S(=O)(=O)N2CCOCC2)c1
7 | CN(CCc1cn[nH]c1)Cc1nc(Cc2ccccc2)no1
-1 | COc1ccc(OC)c(-c2nn(-c3ccccc3)cc2C(=O)NCC(c2cccs2)N2CCOCC2)c1 (stereo not drawn)
2 | CN1CCC(OC(=O)c2ccc(Br)cc2)CC1

Taken from above.
TbREL1 inh, Cc1ccc(NC(=O)Cc2cccc(OC(F)(F)F)c2)c(S(=O)(=O)N2CCOCC2)c1 : -4
TbREL1 inh, CN(CCc1cn[nH]c1)Cc1nc(Cc2ccccc2)no1 : 7
TbREL1 inh, CN1CCC(OC(=O)c2ccc(Br)cc2)CC1 : 2

(further entries)
TbREL1 inh | structure
0 | O=C(CSc1nnnn1-c1cccc(O)c1)NC1CC1
0 | COC(=O)c1ccc(CNC(=O)c2ccc3c(c2)OCCO3)cc1
0 | O=C1C=C(NCCc2ccccc2)C2(CCCCC2)O1
7 | CCN(CC(=O)Nc1ccc(NC(C)=O)cc1)C(=O)c1ccc(N2CCC(C)CC2)c([N+](=O)[O-])c1
4 | Cc1cc(=O)[nH]c2c1c(C)nn2C1CCCC1
-3 | COc1ccc(C)cc1NC(=O)C1CCN(C(=O)Cc2ccccc2)CC1
0 | O=C(NCc1cccc(C(F)(F)F)c1)c1ccc2nc([C@@H]3O[C@H](CO)[C@@H](O)[C@H]3O)[nH]c2c1
2 | Cn1cnnc1SCc1ccc(F)c2ccccc12
-1 | CC(C)(CNC(=O)c1ccc(S(=O)(=O)Nc2ccccc2F)cc1)N1CCOCC1

Source: PubChem (The Scripps Research Institute Molecular Screening Center)
